Bioassay records: PubChem BioAssay, several laboratories
ssDAF-12 act = S. stercoralis DAF-12 nuclear receptor activators, primary screen, cell-based, luminescence, HEK293, GRIP1 co-expression, lit1-tk-luc. Nuclear hormone receptor DAF-12 (Strongyloides stercoralis). HEK293 ssDAF-12/GRIP1 lit1-tk-luc reporter; % of 3 µM dafachronic acid response. activation, % at 6.8 µM. 370,000 compounds, 1% hits. AID 652126, 2013;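 active = activation above the mean over all tested compounds plus 3 SD, cut at about 0.9% in these data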;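 also: 0% = DMSO-only wells and 100% = 3 µM delta7-dafachronic acid wells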
ADAM10 inh = human ADAM10 inhibitors, primary screen, biochemical, QFRET, HTS; 370,000 compounds, 0.62% hits; recombinant ADAM10, EDANS/DABCYL FRET peptide cleavage, 3 h; Disintegrin and metalloproteinase domain-containing protein 10 (Homo sapiens), O14672; AID 720582, 2013; inhibition, % at 7 µM;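 active = inhibition above a per-campaign cutoff equal to the mean of compounds falling between control-based bounds plus 3 SD, cut at about 20% in these data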;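 also: 0% = DMSO wells while the 100% control is not disclosed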
Target sequence (O14672 214-748 limits assumed): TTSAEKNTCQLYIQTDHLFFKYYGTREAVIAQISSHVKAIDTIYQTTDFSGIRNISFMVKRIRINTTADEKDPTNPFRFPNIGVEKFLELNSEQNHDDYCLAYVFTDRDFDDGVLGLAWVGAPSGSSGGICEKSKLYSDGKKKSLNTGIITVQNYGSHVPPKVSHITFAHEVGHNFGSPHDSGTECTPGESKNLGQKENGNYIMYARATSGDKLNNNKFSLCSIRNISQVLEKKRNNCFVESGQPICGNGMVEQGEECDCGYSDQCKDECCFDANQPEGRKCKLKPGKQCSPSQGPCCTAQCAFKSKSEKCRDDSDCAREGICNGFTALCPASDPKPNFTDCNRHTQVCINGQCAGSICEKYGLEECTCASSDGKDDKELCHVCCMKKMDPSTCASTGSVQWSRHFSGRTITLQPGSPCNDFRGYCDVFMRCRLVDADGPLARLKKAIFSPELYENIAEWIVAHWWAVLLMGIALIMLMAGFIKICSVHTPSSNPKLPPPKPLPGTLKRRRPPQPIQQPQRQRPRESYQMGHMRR
DAX1 inh-1 = DAX1 (NR0B1) inhibitors, primary screen, cell-based, HEK293, Gal4-DAX1, luciferase luminescence; inhibition, % at 6.75 µM; HEK293 Gal4-DAX1 luciferase reporter; AID 504766, 2011; Nuclear receptor subfamily 0 group B member 1 (Homo sapiens), P51843; 340,000 compounds, 0.99% hits;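 active = inhibition above the mean over all tested compounds plus 3 SD, cut at about 4.2% in these data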;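 also: 0% = DAX1-transfected cells with DMSO and 100% = empty-vector control cells with DMSO; inhibition shows as a rise in luminescence from relieved DAX1 repression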
Target sequence (P51843 207-470 limits assumed): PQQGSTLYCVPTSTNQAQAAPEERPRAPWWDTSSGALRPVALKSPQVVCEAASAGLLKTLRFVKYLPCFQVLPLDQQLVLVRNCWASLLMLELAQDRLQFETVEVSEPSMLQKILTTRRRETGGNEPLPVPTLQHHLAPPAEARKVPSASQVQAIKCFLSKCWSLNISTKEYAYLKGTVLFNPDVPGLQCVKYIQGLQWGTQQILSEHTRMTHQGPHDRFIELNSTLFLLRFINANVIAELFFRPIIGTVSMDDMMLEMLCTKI
hgDAF-12 ag = H. glycines DAF-12 receptor agonists, primary screen, cell-based, luminescence, HEK293, GAL4 fusion, UAS-luciferase | Nuclear hormone receptor DAF-12 (Heterodera glycines), GAL4 fusion | HEK293 GAL4-hgDAF12 UAS-luciferase reporter, agonist luminescence; normalized to butyrate control | activation, % at 6.8 µM | 370,000 compounds, 1.8% hits;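 active = activation above a cutoff set at the mean of all screened compounds plus 3 SD, cut at about 10% in these data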;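 also: 0% = DMSO wells and 100% = sodium butyrate wells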
NPR1 activator = GC-A stimulated cGMP production enhancers – HEK293 GC-A cells, cGMP TR-FRET, EC30 ANP, primary screen | Atrial natriuretic peptide receptor 1 (Homo sapiens), P16066 | 0% at EC30 ANP, 100% saturating ANP | activation, % at 10 µM | 370,000 compounds, 0.14% hits | AID 1671463, 2021; in the data active = activation above about 40%
hcDAF12 agonist = H. contortus DAF-12 nuclear receptor activators, primary screen, cell-based, luminescence, HEK293, lit1-tk-luc reporter; HEK293 hcDAF-12 lit1-tk-luc reporter; 0% DMSO, 100% Δ7-dafachronic acid; activation, % at 6.8 µM; 370,000 compounds, 1.4% hits;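 active = activation above the mean of all tested compounds plus 3 SD, cut at about 5.5% in these data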;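 also: 100% = response to 3 µM Δ7-dafachronic acid high control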
NPR2 activator = human GC-B receptor activators, primary screen, HEK293 GC-B cells, cGMP TR-FRET, EC30 CNP. AID 1920062, 2024. 0% at EC30 CNP, 100% saturating CNP. Atrial natriuretic peptide receptor 2 (Homo sapiens), P20594. activation, % at 10 µM. 370,000 compounds, 0.11% hits;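 active = activation at 10 µM reaching about 35% in either raw or pattern-adjusted values, limit read from the data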
SMARCA2 act = SMARCA2 (BRM) function activators, primary screen, cell-based, luminescence, high throughput. MG213 cells, MMTV-luciferase reporter, dexamethasone, overnight. 370,000 compounds, 1% hits. activation, % at 9.1 µM; in the data active = activation above about 7.8%;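 also: 0% = vehicle wells and 100% = reference activator wells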
HGIII-sPLA2 inh = human group III sPLA2 inhibitors, primary screen, biochemical, QFRET, BODIPY PC-A2 liposome substrate | 370,000 compounds, 0.56% hits | AID 743126, 2013 | QFRET BODIPY PC-A2 liposome hydrolysis, fluorescence | inhibition, % at 12.2 µM;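 active = inhibition above mean plus 3 SD of compounds lying within the high and low control bounds, cut at about 19% in these data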;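 also: 0% = median of test compound wells and 100% = no enzyme DMSO wells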
FXN GAA850 act = FXN promoter activators, primary screen, cell-based, luciferase luminescence, HEK293 lucGAA850; 360,000 compounds, 0.56% hits; activation, % at 6 µM; AID 540364, 2011; HEK293 lucGAA850 FXN promoter luciferase reporter, 24 h; percent of 10 µM SAHA response;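 active = activation above the average of all compounds screened plus 3 SD, cutoff fixed separately per campaign, cut at about 7.5% in these data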;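 also: 0% = DMSO wells and 100% = 10 µM SAHA wells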
DAX1 inh-2 = DAX1 (NR0B1) inhibitors on StAR promoter, primary screen, cell-based, luminescence, SF-1 (NR5A1), full-length DAX-1 | HEK293T StAR-luciferase reporter, SF-1/DAX-1 repression relief | inhibition, % at 6.8 µM | 370,000 compounds, 1.1% hits | AID 652010, 2013;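 active = inhibition above the mean over all tested compounds plus 3 SD, cut at about 3.6% in these data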;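 also: 0% = DAX-1 cells with DMSO and 100% = cells lacking DAX-1 with DMSO; higher inhibition means more luminescence from relief of DAX-1 repression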
An asterisk follows results filed as active.

SMILES	ssDAF-12 act	ADAM10 inh	DAX1 inh-1	hgDAF-12 ag	NPR1 activator	hcDAF12 agonist	NPR2 activator	SMARCA2 act	HGIII-sPLA2 inh	FXN GAA850 act	DAX1 inh-2
O=C(CCCn1c(=O)[nH]c2cc(Cl)ccc2c1=O)NCCCN1CCN(c2ccc(F)cc2)CC1	-1.5	2	-2.3	-1.9	-4	-2.2	-9	1	-12	-0.3	-0.3
O=C(NCCc1ccccc1F)C1CCCN1S(=O)(=O)c1ccc2ccccc2c1 (configuration not stated)	-2.1	-2	-0.8	-5.1	-4	-1.5	2	-1	-19	0.6	-0.3
CCc1ccccc1NC(=O)c1cc(S(=O)(=O)N(C)C)ccc1N1CCCC1	-1.1	-17	0.1	-0.5	0	1.0	2	0	4	0.5	-2.1
COC(=O)C1=C(C)Nc2nnnn2C1c1cccnc1 (configuration not stated)	-1.1	4	0.2	-1.7	1	-1.9	1	1	1	0.9	0.1
CCS(=O)(=O)N1CCN(c2ccc(C(=O)NC3C4CC5CC(C4)CC3C5)cc2[N+](=O)[O-])CC1 (configuration not stated)	-0.4	-10	1.0	-3.1	1	-0.2	-2	-3	15	0.4	0.3
O=C(O)/C=C/C(=O)NC1CCCCC1	-1.0	-3	-1.2	1.4	5	-0.5	7	-4	4	-0.7	-0.3
COc1cc(C(=O)Nc2ccc(NC(=O)c3ccccc3)nc2)cc(OC)c1OC	-1.2	-2	0.9	-0.7	2	-2.6	2	-4	-7	-1.6	-0.7
COC(=O)C(CCCCN1C(=O)C2C3C=CC(C3)C2C1=O)N1C(=O)C2C3C=CC(C3)C2C1=O (configuration not stated)	-1.3	0	-0.6	2.1	1	-1.3	3	-4	3	-0.7	-0.1
Cc1cc(=O)oc2c(C)c(OCC(=O)Nc3cccnc3)ccc12	-1.4	-79	0.7	5.0	-2	0.8	1	4	2	1.9	-0.8
O=C(COC(=O)c1ccc(Br)o1)NCCNC(=O)COC(=O)c1ccc(Br)o1	-0.9	-2	0.5	-1.2	0	-1.0	3	-1	2	-0.1	-0.2
COc1ccc2oc(=O)c(C(=O)N3CCCc4ccccc43)cc2c1	-0.6	-8	-1.3	-0.7	-19	-0.6	-5	-1	5	0.4	-0.1
O=C(NCCCn1ccnc1)C(Cc1ccccc1)N1C(=O)c2ccccc2C1=O (configuration not stated)	-1.8	3	0.0	-2.6	-2	-0.1	-3	-1	-4	0.8	0.1
CC(C)OC(=O)C1=C2SCC(=O)N2C(N)=C(C#N)C1	-0.8	-19	-0.1	-1.5	4	0.3	0	-3	-2	2.5	0.2
CCOC(=O)c1ccccc1N/C=C/C(=O)c1ccccc1	-0.3	-18	0.2	4.6	2	-0.6	-1	-3	-3	-1.1	0.2
CCCNC(=O)N(C)C[C@@H]1Oc2cc(C#C[C@H](C)O)ccc2S(=O)(=O)N([C@H](C)CO)C[C@H]1C	-0.6	-18	-0.1	1.9	0	-0.4	1	-4	10	-0.1	0.2
CCCN(CCC)C(=O)Cn1c(=O)c2ccccc2n2c(=S)sc(-c3ccccc3C)c12	-0.6	-2	1.1	3.5	-3	1.2	-6	-1	-3	0.4	0.3
Cc1ccccc1OCc1nnc(SCC(=O)Nc2ccc(N3CCOCC3)c(Cl)c2)n1C	-0.7	2	1.8	-1.3	1	-0.9	-5	-3	-13	-0.5	-0.7
CN(C)c1nc2n(c(=O)n1)CCS2	-0.9	-8	0.5	-2.7	3	-0.6	-4	-3	6	-0.4	-0.2
O=c1[nH]c(=O)n(Cc2ccccc2)c2c1C(C(F)(F)F)(C(F)(F)F)N=C(c1ccco1)N2	-1.6	-4	-0.9	-1.9	9	-1.3	11	1	-11	0.6	-0.2
O=C(c1ccccc1)N1CCN(CCc2ccccc2)CC1	-1.1	-9	-1.2	-2.4	-3	0.4	2	-1	9	1.1	0.1
CNc1nc(-c2ccc3c(c2)CCN3C(=O)c2ccccc2F)c(C)s1	-0.9	3	-2.0	1.1	0	-0.9	4	2	9	1.2	-0.6
O=S(=O)(NCc1ccccc1F)NCc1ccccc1F	-1.8	-2	-0.3	3.1	0	-1.9	-2	1	0	-0.2	0.0
c1ccc(-n2c(SCc3ccncc3)nnc2-c2ccco2)cc1	-1.2	-2	0.2	-1.4	1	-0.9	4	1	0	2.0	-0.1
CC1CCN(C(=O)c2[nH]cnc2C(=O)NCc2ccc(CNC(=O)OC(C)(C)C)cc2)CC1	-1.8	-8	-1.2	-4.1	0	-2.3	7	-1	-8	1.5	-1.1
Cn1c(SCC(=O)Nc2ccc(Br)cn2)nnc1C1CC1	-1.1	-10	1.1	-0.1	2	-0.1	-1	1	8	-2.0	-0.2
CC(SCC(=O)Nc1ccc(F)cc1)c1nc2ccccc2c(=O)[nH]1 (configuration not stated)	-1.4	-7	0.8	0.8	-1	-0.9	-2	0	0	0.3	-0.2
Nc1cccc(C#Cc2ccc3c(c2)C(=O)/C(=C/c2ccsc2)O3)c1	-1.0	-4	0.2	6.0	-4	-1.1	-8	1	4	-1.2	-3.2
Cc1cccc(NC(=O)COC(=O)c2n[nH]c3ccccc23)c1C	-0.3	-2	1.0	-1.1	3	5.1	2	4	-29	1.8	2.4
N#CCSc1nnc(COc2ccccc2)n1-c1ccccc1	-0.9	16	-0.6	-2.5	-5	-1.5	3	-4	-2	4.7	-0.4
Clc1cccc(Cl)c1Cn1nnc(-c2cccs2)n1	-1.2	7	-1.1	3.1	0	-1.8	4	-1	2	6.8	-0.2
COc1ccc(CCNS(=O)(=O)c2csc(C(N)=O)c2)cc1OC	-1.1	-8	0.7	0.7	1	-0.5	7	-4	-1	0.4	-1.8
C[C@H]1CN([C@@H](C)CO)C(=O)CCCn2nncc2CO[C@@H]1CN(C)S(=O)(=O)c1cn(C)cn1	-0.3	-2	2.4	1.0	0	-1.2	-1	-3	7	0.9	1.5
Cc1cc(Br)ccc1NC(=O)C1CCN(C(=O)c2ccco2)CC1	-1.5	8	-1.0	0.0	3	-0.2	-1	-3	2	1.6	0.0
O=[N+]([O-])c1cccc(/C=N/Nc2nc(NCc3ccccc3)nc(N3CCOCC3)n2)c1	-1.3	4	-0.3	-1.5	9	-2.2	8	-4	3	3.3	-0.5
CSCCC(NC(=O)c1ccc(Br)cc1)C(=O)O (configuration not stated)	-1.7	5	0.2	-2.9	4	0.5	1	-4	4	0.4	0.7
Cc1cccc(C)c1OCc1nnc(SCC(=O)NCc2ccccc2)o1	-1.7	3	0.0	-1.4	-2	-1.8	9	-4	-9	-0.8	0.3
CC(C(=O)NN=C(c1ccccc1)c1ccccc1)N1CCCC1 (configuration not stated)	-1.2	-2	2.5	1.0	0	-0.2	-2	-1	-6	0.2	-0.2
COc1ccccc1N(C)S(=O)(=O)c1ccc(C(=O)OCC(=O)Nc2ccccc2F)cc1	-1.4	4	2.2	-1.0	-5	-0.4	0	-4	-4	1.3	-0.7
Cc1cc(NS(=O)(=O)c2ccc(NC(=O)Cc3ccc(Cl)c(Cl)c3)cc2)no1	-0.9	-5	3.2	-0.1	4	1.3	1	-2	-41	0.4	0.3
CC1(C)CC(=O)N(CC(=O)N2CCN(c3ncccn3)CC2)c2ccccc2S1(=O)=O	-1.4	-32	0.4	-2.2	0	3.3	2	1	3	-2.0	-0.8
COC(=O)c1ccc(Nc2nc(C)nc3c2nnn3Cc2ccccc2)cc1	-1.9	-5	0.6	-0.6	-14	0.6	-3	-1	3	-0.6	-0.2
COc1ccccc1C(=O)NCCC(=O)N(C)CC(=O)Nc1c(Cl)cccc1Cl	-0.8	-7	-0.2	1.2	-4	-1.4	-4	-3	4	1.9	0.9
CCOC(=O)N1CCC(NC(=O)c2cccc3c2C(=O)N(Cc2cccnc2)C3)CC1	-1.1	2	-0.8	-1.7	0	-1.7	-2	-3	3	1.0	-0.3
c1ccc(Cc2nnc3n2N=C(c2ccccc2)CS3)cc1	-1.3	4	0.6	-0.4	1	-1.7	7	0	-12	0.7	-0.1
N#Cc1ccc(CSc2nnc(Nc3ccccc3)s2)cc1	-0.4	1	-0.6	0.2	-6	-0.4	-4	-4	-2	1.3	0.0
CSc1ncc(CN2CCN(C(C)C)C(CCO)C2)cn1 (configuration not stated)	-1.0	2	1.4	4.2	-2	0.7	-9	0	0	0.2	-0.4
CC(=O)N1CCN(C(=O)c2cccc(S(=O)(=O)N3CCOCC3)c2)CC1	-0.8	-14	1.6	0.5	4	5.2	0	-1	10	-4.0	0.1
COc1ccccc1-c1cc(SC)c(C#N)c(=O)o1	0.2	-20	-1.0	0.3	6	-1.1	-1	1	-6	6.7	1.0
COC(=O)Cn1c(C(F)(F)F)nc2ccccc21	-1.3	5	0.9	1.3	2	0.5	3	-4	-4	0.5	0.6
CCN1CCN(C(=S)c2ccc(Cl)cc2)CC1	-0.7	-6	-1.8	-0.6	3	-2.1	-2	0	-2	-1.1	0.6
Cc1ccc(-c2cc(C(=O)NN3CCOCC3)c3cc(Br)ccc3n2)o1	-2.1	-351	-0.2	0.6	1	-1.3	-2	0	-8	-2.4	-0.6
Cc1cc(C)c2c(CN3CCCCC3)cc(=O)oc2c1	-1.5	1	1.2	0.5	2	0.1	3	1	-5	1.1	0.2
CC(=O)c1cccc(NC(=O)C2CCCN2S(=O)(=O)c2cccs2)c1 (configuration not stated)	-0.7	-5	0.0	1.8	-1	-0.7	4	-4	7	-1.8	0.1
CC1CCc2sc3nc(NCc4ccco4)n4ncnc4c3c2C1 (configuration not stated)	-0.7	10	0.2	2.5	7	1.4	-3	2	8	3.6	-0.3
Cc1ccc(CCCOC(=O)CN2CCCCC2)cc1	-1.4	3	0.1	1.5	-3	-0.5	-1	6	3	1.3	0.8
O=C(Nc1ccc(Cl)c(Cl)c1)Nc1nnc(CC2=CCCCC2)s1	-0.5	3	1.1	-1.1	19	-1.0	5	-2	0	0.4	0.5
O=c1o[nH]c(-c2ccccc2)c1C=Nc1ccc(Cl)cc1	0.2	-3	-1.0	-0.5	-3	0.8	0	2	-3	2.6	0.6
